Source: PubChem BioAssay
KCNH2 WT inh – KCNH2 (human, wildtype) channel inhibition | Q12809 | U2OS, BacMam KCNH2, thallium flux FluxOr; active compounds read low | activity change, % at 1.84 µM | 340,000 compounds, 0.37% hits | AID 720551;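 active = maximum activity change below -70%; inconclusive = maximum activity change between -70% and -50%; inactive = maximum activity change above -50%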; also: % is scaled to controls: 0 for no effect and ±100 for the full control effect
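U2OS cells were transduced with wild-type KCNH2 virus (2.03 x 10^8 / mL) for 4 h at room temperature, then cultured overnight at 37 C. Thallium flux was read with FluxOr dye. Rate constants were normalized to DMSO controls.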
GALK inh – inhibitors of human galactokinase. P51570. AID 1868. Purified GALK, Kinase-Glo residual ATP luminescence. Potency, µM (doses to about 57.5 µM), without a hit: at the highest dose activity change, negative = inhibition, actives largely listed as inhibitors. 270,000 compounds, 0.007% hits; also: potency is read from the fitted curve at half-maximal effect; % is scaled to controls: 0 for no effect and ±100 for the full control effect
Target sequence (P51570 whole entry, looked up): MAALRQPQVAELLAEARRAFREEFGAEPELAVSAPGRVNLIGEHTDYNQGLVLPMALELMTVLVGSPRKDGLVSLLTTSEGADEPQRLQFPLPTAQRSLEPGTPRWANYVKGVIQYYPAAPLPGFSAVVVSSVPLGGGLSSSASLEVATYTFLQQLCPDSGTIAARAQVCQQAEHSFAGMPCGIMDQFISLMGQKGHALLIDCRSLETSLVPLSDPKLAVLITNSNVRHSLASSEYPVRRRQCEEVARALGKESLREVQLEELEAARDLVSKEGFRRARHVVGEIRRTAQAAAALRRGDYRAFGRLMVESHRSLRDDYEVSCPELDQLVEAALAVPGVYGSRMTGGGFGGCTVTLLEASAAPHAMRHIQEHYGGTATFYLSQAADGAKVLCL
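Quantitative HTS: GALK 5 nM, ATP 35 uM, galactose 100 uM, 1 h room temperature, then luciferase-based ATP detection.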
BCR signal inh – chronic active BCR signaling inhibition; ABC-DLBCL IkBa-CBG/CBR reporter, luminescence ratio, 4 h; Potency, µM (series often up to 46.1 µM), for inactives: at the top dose ratio change, negative = lower green/red ratio, actives largely listed as inhibitors; 340,000 compounds, 0.05% hits; AID 493014; active = well fitted inhibition curve with a large enough effect in the signal ratio, with a control signal flat, not every such curve was filed as active; inconclusive = small, poorly fitted or top-dose-only effect, or effect the other way, or a change in a side signal; the % refers to the signal ratio;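 also: potency is read from the fitted curve at half-maximal effect; plate controls were basal doxycycline-induced cells for no effect and cells given 10 µM MG132 for full effect; MG132 reads +100%, hits lower the ratio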
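TMD8 ABC-DLBCL cells carrying doxycycline-inducible green luciferase fused to IkappaBalpha plus unfused red luciferase were exposed to compounds (up to 46 uM) for 4 hrs at 37C. Activity came from the overlap-corrected green/red luminescence ratio.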
A-T KAP1 phos – potential ataxia-telangiectasia treatments restoring KAP-1 phosphorylation; […] A-T fibroblasts, KAP-1 phosphorylation AlphaLISA; neocarzinostatin DNA damage 30 min before lysis; Potency, µM (highest dose often 57.5 µM), for inactives: at the top dose activation, actives largely listed as activators; 320,000 compounds, 0.19% hits; AID 485349; also: potency is read from the fitted curve at half-maximal effect; % of control where 0% means no effect; nearly all actives have a fitted effect of over 45% in size
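ATM-like activity read as KAP-1 phosphorylation via AlphaLISA donor/acceptor antibody pairs after lysis and 6 hr at 25C. Cells were ATM-null patient fibroblasts ([…], hTERT), dosed 60 min, then exposed to the DSB inducer NCS for 30 min.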
Giardia kill – kills Giardia lamblia; AID 540267; 340,000 compounds, 0.15% hits; Giardia lamblia trophozoite viability; activity change, % at 7.66 µM, hits read low; in the data active = activity change below about -80%; inconclusive = between about -30% and that limit;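 also: parasites exposed to compound for two days anaerobically before the ATP read; % is scaled to controls: 0 for no effect and ±100 for the full control effect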
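Anaerobic 48 hrs incubation at 37 deg C of 100 trophozoites/well with test compounds; ATPLite 1-Step luminescence, 15-30 min RT, reports cellular ATP as viability.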
TCR act – activators of T cell receptors | primary human leukocytes, anti-CD3, IL-2 HTRF, 48 h | Potency, µM (doses to about 9.22 µM), inactives show at the top dose activation of IL-2 secretion, usual class: activators | 330,000 tested, under 10 active | AID 504894; also: % of control where 0% means no effect
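Primary human leukocytes receive a-CD3 beads and test compound and are incubated 48 hr. Secreted IL-2 is then assayed by HTRF, measuring 665nm acceptor emission after 320nm excitation of the europium donor.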
MLL CXXC-DNA inh – MLL CXXC-DNA interaction inhibition. Q03164. MLL-CXXC / FITC-HOXA9 DNA fluorescence polarization. Potency, µM (titrated, usually from 115 µM), inactives show at the top dose activity change, negative = inhibition, actives largely listed as inhibitors. 290,000 compounds, 0.037% hits. AID 2662; active = well fitted inhibition curve with a large enough effect in the polarisation, with a control signal flat, not every such curve was filed as active; inconclusive = small, poorly fitted or top-dose-only effect, or effect the other way, or a change in a side signal; inactive = no such curve, though single readings can be large or run the other way; the % refers to the polarisation; also: potency is read from the fitted curve at half-maximal effect
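Steps: dispense CXXC domain solution (7 uM) → pin compounds or unlabeled HOX-A9 DNA control → 5 min ambient → add FLSN-HOX-A9 solution (50 nM) → spin → 30 min ambient → fluorescence polarization. Tris pH 7.5/NaCl/DTT/BSA buffer.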
Coupling enz – counter-screen for Giardia aldolase inhibitors: coupling enzyme system; activity change, negative = inhibition, % at 58.2 µM, hits read low; coupling enzyme system counterscreen, AmpLite Red fluorescence; 290,000 compounds, 0.67% hits; in the data active = activity change below about -30%; also: % is scaled to controls: 0 for no effect and ±100 for the full control effect
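Counterscreen lacking aldolase: glyceraldehyde-3-phosphate coupling-enzyme reagent preincubated 10 min at RT with compound (at 57.5 uM final), then substrate/coupling system with AmpLite Red added; fluorescence read at 525/598 nm after 20 min RT.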
TSHR antagonist – antagonists of human thyroid stimulating hormone receptor | P16473 | TSHR-expressing cells, TSH-stimulated cAMP HTRF, 2 h; active compounds read low | activity change, negative = inhibition, % at 11.5 µM | 330,000 compounds, 0.2% hits;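 active = activity change below a set negative limit, meaning inhibition stronger than a set level, cut at about -70% in these data; inconclusive = activity change between two set negative limits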; also: % is scaled to controls: 0 for no effect and ±100 for the full control effect
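Read-out is FRET at 665 nm (cryptate excitation 337 nm) from a cryptate-tagged anti-cAMP antibody, competed by cell cAMP against cAMP-d2. Compounds are tested on freshly harvested TSHR cells challenged with 4nM TSH (EC80) for 2 hours at 37 deg C.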
Tb PFK block – blocks T. brucei phosphofructokinase. O15648. T. brucei PFK, ADP-Glo luminescence. Potency, µM (series often up to 57.5 µM), for inactives: at the top dose activity, negative = inhibition, actives largely listed as inhibitors. 330,000 compounds, 0.17% hits;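 also: potency is read from the fitted curve at half-maximal effect; 0% = uninhibited 1x PFK enzyme wells and -100% = no-enzyme wells; nearly all actives have a fitted effect of over 60% in size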
Target sequence (O15648 whole entry, looked up): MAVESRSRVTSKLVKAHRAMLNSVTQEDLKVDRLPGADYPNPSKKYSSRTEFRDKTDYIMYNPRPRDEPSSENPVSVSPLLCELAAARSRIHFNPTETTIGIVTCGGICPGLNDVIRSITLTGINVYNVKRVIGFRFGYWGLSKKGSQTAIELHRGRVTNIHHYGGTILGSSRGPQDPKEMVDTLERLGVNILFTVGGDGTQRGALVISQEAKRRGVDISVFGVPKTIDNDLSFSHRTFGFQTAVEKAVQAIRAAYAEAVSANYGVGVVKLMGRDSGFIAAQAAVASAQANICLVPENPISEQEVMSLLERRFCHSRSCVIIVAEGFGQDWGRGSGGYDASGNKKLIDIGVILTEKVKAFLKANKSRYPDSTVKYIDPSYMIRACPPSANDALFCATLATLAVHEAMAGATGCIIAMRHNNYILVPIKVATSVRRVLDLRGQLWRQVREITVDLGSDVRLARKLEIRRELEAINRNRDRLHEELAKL
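ADP-Glo luminescence quantified ADP after 45 min at room temperature, with 1.25 nM T. brucei PFK, 0.1 mM ATP and 0.5 mM fructose-6-phosphate in pH 8.0 TEA buffer. qHTS titrations up to 57 µM; curves classified by quality.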
Active calls of the source: *; [ ] = another dose, or the depositor's remark. Unless noted, calls follow the shape of the dose curve; as a rule, active = well fitted curve in the direction sought with a large enough effect; inconclusive = small, poorly fitted or top-dose-only effect, or another doubt; inactive = no such curve, though single readings can be large; an effect the other way counts as inactive or inconclusive.

O=C(CCN1C(=O)c2ccccc2C1=O)Nn1cnnc1 was read as KCNH2 WT inh -3, GALK inh 5%, BCR signal inh 2%, A-T KAP1 phos 5%, Giardia kill -17, TCR act -4%, MLL CXXC-DNA inh 4%, Coupling enz 0, TSHR antagonist 5 and Tb PFK block 0%.
`COc1ccc(/C=C/C(=O)O/N=C(\N)c2cccnc2)cc1OC` gave KCNH2 WT inh -3, GALK inh 0%, BCR signal inh inconclusive, A-T KAP1 phos -23%, Giardia kill 10, TCR act -1%, MLL CXXC-DNA inh -27%, Coupling enz 0, TSHR antagonist -2 and Tb PFK block -6%.
COc1ccc2cc(CCNC(=O)c3cccc([N+](=O)[O-])c3)c(=O)[nH]c2c1 was read as KCNH2 WT inh -4, GALK inh -1%, BCR signal inh inconclusive, A-T KAP1 phos -3%, Giardia kill -7, TCR act -4%, MLL CXXC-DNA inh 2%, Coupling enz -4, TSHR antagonist 2 and Tb PFK block -4%.
For CN(CC(=O)Nc1cccc(F)c1)C(=O)c1cccc(S(=O)(=O)N2CC3(C)CC2CC(C)(C)C3)c1 (configuration not stated) the results were KCNH2 WT inh 0, BCR signal inh inconclusive, A-T KAP1 phos -8%, Giardia kill -18, TCR act 0%, TSHR antagonist 6 and Tb PFK block -7%.
`Cc1ccc2c(Cl)cc(Cl)c(OCC(=O)N3CCCC3)c2n1` gave KCNH2 WT inh -6, GALK inh -2%, BCR signal inh inconclusive, A-T KAP1 phos 14%, Giardia kill 6, TCR act -9%, MLL CXXC-DNA inh 1%, Coupling enz -1, TSHR antagonist 13 and Tb PFK block -2%.
Screening CCC(C)N(C(=O)COC(=O)CCc1c[nH]c2ccccc12)C1CCS(=O)(=O)C1 (configuration not stated) returned KCNH2 WT inh -30, GALK inh 1%, BCR signal inh 8%, Giardia kill -15, TCR act -1%, MLL CXXC-DNA inh -3%, Coupling enz 8, TSHR antagonist -2 and Tb PFK block -2%.
COCCNC(=S)Nc1cc(OC)c(OC)cc1C#N was read as KCNH2 WT inh -2, GALK inh 1%, BCR signal inh 5%, A-T KAP1 phos -3%, Giardia kill 4, TCR act 2%, MLL CXXC-DNA inh -27%, Coupling enz -14, TSHR antagonist 2 and Tb PFK block -2%.
For Cc1nc([N+](=O)[O-])cn1-c1ccc(N)cc1 the results were KCNH2 WT inh 2, GALK inh 0%, BCR signal inh inconclusive, A-T KAP1 phos 3%, Giardia kill -17, TCR act 2%[46.1 µM], MLL CXXC-DNA inh 0%, Coupling enz 5, TSHR antagonist 6 and Tb PFK block 4%.
Screening CC(=O)c1ccc(N2CCN(C(=O)c3cc4c(C)nc5ccccc5c4o3)CC2)cc1 returned KCNH2 WT inh 0, GALK inh 2%, BCR signal inh -5%, A-T KAP1 phos 2%, Giardia kill 21, TCR act -18%, MLL CXXC-DNA inh 3%, Coupling enz 1, TSHR antagonist -12 and Tb PFK block -2%.
Cc1cc(C)cc(C(=O)N(NC(=O)Nc2ccc(Cl)cc2)C(C)(C)C)c1 was read as KCNH2 WT inh -7, GALK inh -3%, BCR signal inh 9%, A-T KAP1 phos -5%, Giardia kill 7, TCR act -4%, MLL CXXC-DNA inh 3%, Coupling enz 4, TSHR antagonist 23 and Tb PFK block 11%.
COc1cccc2c1Oc1ncccc1N(C(=O)CCC(=O)NCc1cccc(C)c1)C2 was read as KCNH2 WT inh -14, GALK inh -3%, BCR signal inh 0%, A-T KAP1 phos 11%, Giardia kill 5, TCR act -1%, MLL CXXC-DNA inh 15%, TSHR antagonist -6 and Tb PFK block 0%.
Screening Cc1ccccc1-c1nc(-c2ccccn2)no1 returned KCNH2 WT inh 5, GALK inh 14%, BCR signal inh inconclusive, A-T KAP1 phos 1%, Giardia kill inconclusive, TCR act 8%, MLL CXXC-DNA inh 11%, Coupling enz -7, TSHR antagonist -4 and Tb PFK block -22%.
`COc1ccc(OC)c(C(=O)c2coc3ccc(OC)cc23)c1` gave KCNH2 WT inh -7, GALK inh 8%, BCR signal inh inconclusive, A-T KAP1 phos 4%, Giardia kill -4, TCR act 1%, MLL CXXC-DNA inh -4%, Coupling enz 2, TSHR antagonist -12 and Tb PFK block 1%.
CC(=O)N/C(=C/c1ccc(OS(=O)(=O)c2ccc(C)cc2)cc1)C(=O)NCCCO was read as KCNH2 WT inh -2, BCR signal inh 0%, A-T KAP1 phos 1%, Giardia kill -6, TCR act 6%, MLL CXXC-DNA inh -8%, Coupling enz 1, TSHR antagonist 5 and Tb PFK block -6%.
`COc1ccc(C(=O)/C=C/Nc2ccc(S(=O)(=O)Nc3onc(C)c3C)cc2)cc1` gave KCNH2 WT inh 0, GALK inh 0%, BCR signal inh 4%, A-T KAP1 phos 4%, Giardia kill 10, TCR act -13%[46.1 µM], MLL CXXC-DNA inh -7%, Coupling enz 4, TSHR antagonist 1 and Tb PFK block 0%.
`O=C(NCC1CCN(Cc2cccc(Cl)c2)CC1)Nc1ccc(Cl)cc1` gave KCNH2 WT inh -9, GALK inh -5%, BCR signal inh inconclusive, A-T KAP1 phos -16%, Giardia kill -6, TCR act -1%, MLL CXXC-DNA inh -3%, Coupling enz -1, TSHR antagonist -1 and Tb PFK block inconclusive.
For C[C@]1(CC/C(=C/CO)CO)[C@H](CO)CC[C@@]23COC(=O)C2=CCC[C@@H]31 the results were KCNH2 WT inh -2, BCR signal inh -11%, A-T KAP1 phos -7%, Giardia kill 48[activator], TCR act -10%, TSHR antagonist -14 and Tb PFK block -2%.
For O=C(Nc1cccc(-c2cccc(Cl)c2)c1)C1CCN(Cc2ccccn2)CC1 the results were KCNH2 WT inh inconclusive, GALK inh -6%, BCR signal inh inconclusive, A-T KAP1 phos 2%, Giardia kill 2, TCR act -2%, MLL CXXC-DNA inh 13%, TSHR antagonist -16 and Tb PFK block -12%.
`CN(C)S(=O)(=O)N1CCC(Oc2ccc(C(=O)NCCc3cscn3)cc2)CC1` gave KCNH2 WT inh 12, GALK inh -6%, BCR signal inh 0%, A-T KAP1 phos 18%, Giardia kill -5, TCR act 4%, MLL CXXC-DNA inh 3%, TSHR antagonist -16 and Tb PFK block -17%.
`COc1ccc(C(=O)C2CCCN(C(=O)C3=CCCC3)C2)cc1OC` (configuration not stated) gave KCNH2 WT inh 0, GALK inh 2%, BCR signal inh 5%, A-T KAP1 phos 2%, Giardia kill -19, TCR act -2%, MLL CXXC-DNA inh 4%, Coupling enz 6, TSHR antagonist -7 and Tb PFK block -5%.
`COc1ccccc1N(CC(=O)NCc1ccccn1)S(C)(=O)=O` gave KCNH2 WT inh -1, GALK inh 3%, BCR signal inh inconclusive, A-T KAP1 phos 0%, Giardia kill 8, TCR act 2%, MLL CXXC-DNA inh -2%, Coupling enz 1, TSHR antagonist -1 and Tb PFK block -11%.
CC1CCN(C(=O)COC(=O)/C=C/c2ccc(Br)o2)CC1 was read as KCNH2 WT inh 3, BCR signal inh 3%, A-T KAP1 phos 1%, Giardia kill 9, TCR act -2%, TSHR antagonist 17 and Tb PFK block 7%.
`Cc1ccc(-c2nc(CS(=O)(=O)CC(=O)N3CCCCCC3)c(C)o2)cc1` gave KCNH2 WT inh 8, GALK inh -2%, BCR signal inh 13%, A-T KAP1 phos 6%, Giardia kill 1, TCR act -2%, MLL CXXC-DNA inh -12%, Coupling enz 0, TSHR antagonist -6 and Tb PFK block 2%.
For O=C(NCc1csc2ccc(Cl)cc12)Nc1cccc2ccccc12 the results were KCNH2 WT inh 6, BCR signal inh -14%, A-T KAP1 phos -2%, Giardia kill 26, TCR act -1%, MLL CXXC-DNA inh 10%, Coupling enz -3, TSHR antagonist -2 and Tb PFK block 8%.
N#Cc1cnn2ccc(-c3ccc4c(c3)CCC4)nc12 was read as KCNH2 WT inh 10, GALK inh 7%, BCR signal inh 0%, A-T KAP1 phos 12%, Giardia kill -7, TCR act 5%, MLL CXXC-DNA inh 7%, Coupling enz -10, TSHR antagonist -5 and Tb PFK block 9%.
`O=C(Nc1ccc(Cl)cc1)Nc1cccnc1` gave KCNH2 WT inh -26, GALK inh -2%, BCR signal inh -10%, A-T KAP1 phos -3%, Giardia kill -9, TCR act 8%, MLL CXXC-DNA inh 2%, Coupling enz 1, TSHR antagonist -5 and Tb PFK block 17µM*.
For O=C(c1cccc(F)c1)N1CCN(C(=O)C(c2ccccc2)c2ccccc2)CC1 the results were KCNH2 WT inh 12, GALK inh 8%, BCR signal inh 11%, A-T KAP1 phos -7%, Giardia kill 11, TCR act 0%, MLL CXXC-DNA inh 3%, Coupling enz 2, TSHR antagonist -4 and Tb PFK block 1%.
O=C(C[n+]1ccccc1)Nc1ccccc1Br was read as KCNH2 WT inh -3, GALK inh -1%, BCR signal inh -18%, A-T KAP1 phos -4%, Giardia kill -23, TCR act 5%, MLL CXXC-DNA inh 180%[activator], Coupling enz -17, TSHR antagonist 61 and Tb PFK block 8%.

An unsorted share of the library; any-hit rate near 1.6%.
